CHOP inh – inhibitors of CHOP induction in ER stress response; CHO-K1 CHOP-promoter luciferase, tunicamycin-induced, 15-18 h; inhibition, % at 10 µM; 220,000 compounds, 3.8% hits;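 active = compounds that reduced the stress-induced luciferase reporter signal by more than about 70% of percent inhibition, limit read from the data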;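 also: 0% = tunicamycin plus vehicle and 100% = wells without tunicamycin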
NPY Y1 blocker – blocks the human neuropeptide Y Y1 receptor; AID 1040; inhibition, % at 3.6 µM; 200,000 compounds, 1% hits; P25929; HEK293-CNG Y1 cells, membrane potential fluorescence; NPY at EC95, then isoproterenol;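 active = inhibition above the campaign mean inhibition of all tested compounds plus 3 SD, cut at about 20% in these data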;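 also: 0% = DMSO wells given NPY plus isoproterenol and 100% = isoproterenol alone without NPY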
Target sequence (P25929 whole entry, looked up): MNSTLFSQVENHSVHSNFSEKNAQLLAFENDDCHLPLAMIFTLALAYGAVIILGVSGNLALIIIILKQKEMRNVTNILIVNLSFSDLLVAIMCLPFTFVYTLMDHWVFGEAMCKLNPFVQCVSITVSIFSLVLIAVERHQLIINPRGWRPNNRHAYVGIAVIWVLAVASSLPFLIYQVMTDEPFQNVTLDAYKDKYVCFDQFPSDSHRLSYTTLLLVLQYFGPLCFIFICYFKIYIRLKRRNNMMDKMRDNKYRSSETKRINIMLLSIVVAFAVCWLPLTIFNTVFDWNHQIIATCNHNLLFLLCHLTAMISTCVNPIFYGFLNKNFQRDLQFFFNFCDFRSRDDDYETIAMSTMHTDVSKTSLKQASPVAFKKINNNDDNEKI
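Material: HEK293 Y1/CNG channel cell line | Also added: NPY (25 nM), isoproterenol (1 µM), Ro 20-1724 (25 µM) | Compound: One concentration, 3.6 µM, in 0.4% DMSO | Schedule: 3 h dye uptake, 1 h room-temperature compound, 45 min post-isoproterenol | Signal: Membrane-potential fluorescent dye readout | Read-out: % inhibition of NPY effect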
S1P4 antagonist – human S1P4 receptor antagonism | O95977 | S1P4-expressing cells, antagonist mode, reporter read-out | inhibition, % at 4.98 µM | 220,000 compounds, 0.26% hits | AID 1510; in the data active = inhibition above about 29%;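 also: 0% = wells stimulated with agonist and 100% = vehicle wells without agonist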
Target sequence (O95977 whole entry, looked up): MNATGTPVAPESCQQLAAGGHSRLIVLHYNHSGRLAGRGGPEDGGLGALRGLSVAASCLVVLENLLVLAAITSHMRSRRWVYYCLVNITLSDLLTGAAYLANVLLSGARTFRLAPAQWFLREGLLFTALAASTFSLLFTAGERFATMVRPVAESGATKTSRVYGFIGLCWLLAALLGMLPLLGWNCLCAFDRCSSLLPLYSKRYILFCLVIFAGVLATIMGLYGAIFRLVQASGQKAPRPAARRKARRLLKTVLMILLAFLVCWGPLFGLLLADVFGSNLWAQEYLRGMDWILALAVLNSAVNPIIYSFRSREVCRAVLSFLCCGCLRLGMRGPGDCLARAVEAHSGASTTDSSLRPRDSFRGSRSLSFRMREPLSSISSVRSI
BaF3 tox – reduces parental Ba/F3 cell viability, JAK2V617F counter-screen. 220,000 compounds, 1.1% hits. CellTiter-Glo ATP luminescence. inhibition, % at 5.6 µM;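 active = inhibition above a per-campaign cutoff, the mean inhibition of all tested compounds plus 3 SD, cut at about 27% in these data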;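 also: 0% = DMSO wells and 100% = JAK Inhibitor I control wells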
Ba/F3 V617F tox – loss of viability in JAK2V617F-driven Ba/F3 cells. Ba/F3 EpoR-JAK2V617F viability, ATP luminescence. inhibition, % at 5.6 µM. 220,000 compounds, 1.1% hits. AID 1446;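 active = inhibition above the campaign mean plus 3 SD over all tested compounds, cut at about 24% in these data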;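 also: cytokine-independent growth of Ba/F3 cells driven by EpoR plus mutant JAK2; 0% = DMSO-treated cells and 100% = JAK inhibitor I control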
S1P4 agonist – activates the human S1P4 receptor. activation, % at 4.98 µM. AID 1509. 220,000 compounds, 0.35% hits. S1P4-expressing cell line, agonist reporter assay. O95977; in the data active = activation above about 11%;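 also: 0% = DMSO vehicle and 100% = reference agonist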
NPY1 pot ag – potentiators or agonists of human neuropeptide Y receptor Y1. P25929. NPY-Y1 expressing cells, potentiator/agonist activation. activation, % at 3.6 µM. 220,000 compounds, 0.37% hits; in the data active = activation above about 33%, passing the limit was not always enough;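 also: cells stimulated with NPY at EC10 then isoproterenol at EC100; 0% = low agonist plus stimulus and 100% = saturating agonist plus stimulus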
NPY-Y2 PAM-ag – potentiates or activates human NPY-Y2 receptor. P49146. activation, % at 3.6 µM. 220,000 compounds, 0.45% hits. AID 1359. cells expressing NPY-Y2, potentiator/agonist read-out; in the data active = activation above about 27%;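 also: cells stimulated with NPY near EC25 plus isoproterenol at EC100; 0% = vehicle plus submaximal agonist and 100% = vehicle plus saturating agonist; some results beyond the cut were filed as inactive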
NCF1 inh – blocks human p47phox regulatory protein of NADPH oxidases; p47phox/p22phox peptide binding, fluorescence polarization, 2 h; P14598; 220,000 compounds, 0.53% hits; inhibition, % at 24.7 µM;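 active = inhibition above about 30%, limit read from the data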;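 also: 0% = p47phox with labelled peptide and 100% = labelled peptide alone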
* hit, by the source's call; / = not tested or not shown. Hits appear at their usual frequency. Share with any hit: about 7.1%.

SMILES | CHOP inh | NPY Y1 blocker | S1P4 antagonist | BaF3 tox | Ba/F3 V617F tox | S1P4 agonist | NPY1 pot ag | NPY-Y2 PAM-ag | NCF1 inh
CCn1cc(CN2N=C(C)CC2c2ccccc2)c(C)n1 (stereo not given) | 14.1 | 2.6 | -4.2 | 6.4 | 1.1 | -0.3 | 1.5 | 5.1 | -8.8
O=C(OCc1ccccn1)c1ccc(COc2ccccc2Cl)o1 | 12.1 | 6.1 | -16.9 | 2.4 | -2.1 | 1.0 | -7.5 | -19.4 | -13.8
CC(C)(C)c1ccccc1NC(=O)c1c(O)c2cccc3c2n(c1=O)CC3 | 13.4 | -1.6 | -0.9 | 4.0 | 1.2 | 0.5 | 5.8 | 8.7 | -47.1
CCOc1ccc(C2CC(=O)NC(SC)=C2C#N)cc1 (stereo not given) | 33.5 | -3.2 | -24.7 | 1.7 | -4.3 | 0.9 | -0.2 | -8.7 | 3.6
Cc1ccc(C(=O)c2sc(Nc3ccccc3)c(C#N)c2N)cc1 | 13.1 | 4.8 | -9.7 | 5.5 | 0.1 | 0.7 | 2.1 | 10.8 | 4.9
COC(=O)c1c(-c2ccccc2)c[nH]c1C | -6.8 | / | 7.2 | -1.5 | 0.1 | 0.6 | 15.9 | -0.9 | 1.9
CCn1c(SCc2ccc(C(=O)Nc3nccs3)cc2)nnc1-c1ccc(NC(C)=O)cc1 | 12.9 | 4.1 | -7.7 | 2.9 | 2.3 | 1.4 | 0.8 | -14.9 | -4.5
Cc1ccccc1OCCCC(=O)Nc1ccc2c(c1)OCO2 | -3.5 | 6.8 | -11.1 | 6.9 | -0.1 | 1.8 | -31.3 | -0.8 | -8.6
O=C(Nc1nc2ccc([N+](=O)[O-])cc2s1)c1ccco1 | 32.6 | -1.3 | -5.5 | 3.8 | -3.2 | 0.4 | 9.5 | 10.8 | 5.8
COc1ccc(N2CCN(C(=O)c3cccnc3)CC2)c([N+](=O)[O-])c1 | 7.6 | -2.6 | 1.7 | 9.4 | 1.2 | -0.8 | -1.4 | -6.7 | 3.9
CCN(CC)c1ccc(NC(=O)Nc2ccc(C(C)=O)cc2)cc1 | 45.1 | -9.1 | -12.1 | 4.5 | 3.5 | 0.2 | 23.0 | 26.3 | -12.2
COCCCNC(=S)NNC(=O)c1ccc(C(C)(C)C)cc1 | -4.5 | / | -6.2 | 2.2 | -4.7 | 0.5 | -10.3 | -6.5 | -8.6
CCOC(=O)C1=C(C)N=C2SCCC(=O)N2C1c1ccc(OC)cc1 (stereo not given) | 6.4 | 0.3 | -15.8 | 3.0 | -1.6 | 2.1 | 1.5 | 3.9 | -9.3
CCCN(Cc1cc(=O)[nH]c2ccccc12)C(=O)CC | -4.4 | / | 3.4 | -0.7 | 5.5 | 0.7 | 0.9 | -3.4 | 0.1
CCCNC(=O)N1CCC(C(=O)c2ccc(Cl)cc2)CC1 | -11.4 | -1.5 | 1.5 | 2.3 | -2.9 | 1.2 | 3.7 | 4.4 | -7.7
CC(=O)Nc1ccc(C(=O)Nc2nc(-c3cc(C)n(Cc4ccccc4)c3C)cs2)cc1 | 58.6 | -3.1 | -14.1 | 7.3 | -2.5 | 1.2 | -20.1 | 3.4 | -47.4
O=C(N/C(=C/c1cccs1)c1nc2ccccc2[nH]1)c1ccccc1 | 52.0 | 4.3 | -19.7 | 9.8 | -0.6 | -1.0 | -35.5 | -5.4 | -4.5
COc1cccc(C(=O)C2CCCN(Cc3ccc(OC)c(Cn4cncn4)c3)C2)c1 (stereo not given) | -2.3 | / | -4.5 | -2.9 | -2.4 | 1.5 | 4.2 | -13.6 | -3.7
COc1ccc(S(=O)(=O)N(C)C)cc1NC(=O)COC(=O)CC1CCCC1 | 18.9 | 0.8 | -20.3 | 6.7 | 0.7 | 1.7 | -7.2 | 7.0 | -7.2
COc1ccc(-c2nnc3n(CCc4ccccc4)c(=O)c4ccccc4n23)cc1OC | 7.3 | 4.5 | -8.6 | 4.5 | -1.4 | 0.0 | 1.9 | -1.3 | 9.9
O=C(COC(=O)Cn1cnc2ccccc2c1=O)Nc1cc(Cl)ccc1[N+](=O)[O-] | 25.7 | 5.4 | -12.7 | 2.1 | 1.7 | 0.1 | -9.0 | 9.4 | -0.3
CCCCCc1c(C)nc(N2CCc3ccccc3C2)[nH]c1=O | 44.5 | 1.7 | 8.8 | 5.8 | 0.9 | -0.2 | -10.3 | -4.6 | -4.3
COc1ccc(OC)c(S(=O)(=O)n2cnc3cc(C)c(C)cc32)c1 | 20.9 | 9.2 | -10.6 | 0.7 | -2.1 | 0.2 | -4.0 | 0.9 | -22.3
CCSc1nnc(C)c2ccccc12 | 4.6 | 6.3 | -2.6 | 4.3 | 1.6 | 2.0 | -9.8 | 2.8 | -9.7
O=C(Oc1ccc(OC(=O)C2CCC2)cc1)C1CCC1 | 34.3 | -2.3 | 10.8 | 0.7 | -2.2 | -1.0 | 4.0 | 1.8 | -5.1
C=CCn1c(Cc2cccs2)nnc1SCC(=O)c1ccc(F)cc1 | 28.4 | 6.9 | -1.5 | 5.8 | 2.4 | 0.0 | 5.5 | -12.5 | -9.4
Oc1ccccc1-c1nnc(COc2ccc(Cl)cc2Cl)o1 | 72.8* | 4.2 | -9.6 | -2.2 | -5.0 | 2.4 | -17.3 | -11.3 | -14.7
Cc1cccc(Cn2c(C(C)(C)C)cc3cccnc32)c1 | 21.2 | 3.7 | -8.2 | 2.3 | -3.6 | -2.4 | -17.9 | -3.8 | -5.9
Cc1ccc(NC(=O)N(CCC(=O)O)Cc2ccccc2)cc1 | 22.8 | / | -14.4 | 0.4 | -1.1 | 1.4 | 15.2 | -14.1 | -3.5
CCOC(=O)c1cn(Cc2ccccc2)nn1 | -2.4 | 7.5 | -7.8 | 12.7 | 4.6 | -3.9 | -2.9 | 0.8 | 7.1
O=S(=O)([O-])CCC[N+]1(CC#Cc2ccccc2)CCCCC1 | -3.7 | -2.0 | 4.3 | 6.1 | 2.6 | 3.0 | -2.9 | 2.0 | -3.8
CC(C)N=C1NN=C(c2ccc(Cl)c(Cl)c2)CS1 | 5.6 | 0.7 | 2.5 | 3.1 | -0.3 | -0.5 | 49.1* | 8.8 | -8.5
C/C(=N/OC(=O)c1c(F)cccc1F)c1nccs1 | 8.4 | 11.2 | -21.5 | 4.6 | 1.4 | 0.0 | -11.1 | -1.7 | -2.8
O=C1CN(c2nc3nonc3nc2N2CCCCC2)CCN1 | -3.5 | -0.1 | -3.0 | 1.9 | -2.7 | -1.0 | 11.7 | 5.1 | -2.1
CCCCN(CC)C(=O)Cn1cnc2ccc(S(=O)(=O)N3CCC(C)CC3)cc2c1=O | 38.3 | -3.8 | -6.8 | 7.7 | 0.7 | 2.0 | -1.9 | 6.2 | 4.0
CCCOc1ccc(N2C(=O)CC(NCCNc3ccc(S(=O)(=O)CC)cc3)C2=O)cc1 (stereo not given) | 16.8 | -3.6 | 4.5 | 0.8 | -1.2 | -2.2 | -12.1 | 0.6 | -8.0
O=C(CCc1ccccc1)NCc1cccnc1 | -21.0 | -4.8 | 1.6 | 3.9 | 5.2 | -1.9 | -4.5 | -9.1 | -11.1
CC(=O)Nc1cccc(NC(=O)CCn2c(=O)sc3ccccc32)c1 | 25.4 | -6.0 | -10.8 | 1.0 | -0.3 | -0.3 | 5.0 | -4.5 | 4.4
O=C(CCCCl)NC(=S)Nc1ccc(N2CCOCC2)cc1 | -15.1 | / | -7.0 | -2.1 | 1.6 | 0.4 | 8.5 | -1.4 | -2.1
Cc1nn(Cc2c(F)c(F)c(F)c(F)c2F)c(C)c1NC(=O)c1c([N+](=O)[O-])c(C)nn1C | 25.5 | -3.3 | 10.7 | 6.0 | -2.5 | -0.5 | 26.7 | -16.0 | 0.0
O=C(c1ccc2c(c1)[nH]c(=S)n1c3ccccc3nc21)N1CCN(c2ncccn2)CC1 | 61.9 | 2.1 | -15.6 | 4.4 | -2.6 | 1.9 | -19.8 | -1.1 | -6.7
CCOc1ccc2nc(Nc3nc4ccc(NC(C)=O)cc4s3)sc2c1 | 105.8* | -0.3 | -25.6 | 2.5 | -2.8 | 0.1 | 15.7 | 7.2 | 14.7
O=C(N/N=C\c1cccc(Br)c1)c1ccccc1-n1cccc1 | 31.8 | -4.8 | 5.9 | -0.1 | -2.7 | -0.8 | -13.5 | 0.6 | -13.2
CC(=O)NC(=S)Nc1ccc([N+](=O)[O-])cc1C | 5.5 | -1.9 | -8.4 | 5.0 | 3.2 | -1.1 | 3.5 | 1.1 | -1.7
CC1=C(C(=O)Nc2ccccc2C(F)(F)F)C(c2ccc(C)s2)NC(=S)N1 (stereo not given) | 17.0 | 1.6 | -28.3 | 6.2 | -0.1 | 0.5 | 4.9 | -1.7 | -6.1
O=C1c2ccsc2SCCN1Cc1ccc(Cl)cc1Cl | 22.3 | 7.1 | 7.7 | 6.3 | -1.5 | 3.5 | 3.9 | -1.9 | -1.6
CCOc1ccc(NC(=O)CCN2CCN(c3ccccc3)CC2)cc1 | 33.5 | 5.0 | 1.5 | 3.1 | -3.7 | 1.7 | -25.8 | -6.2 | -1.5
CCCC(=O)N1CCN(c2ccc(NC(=O)c3ccc([N+](=O)[O-])o3)cc2)CC1 | -55.2 | -0.3 | 77.7* | 45.0* | 90.2* | -1.8 | -4.9 | -2.5 | -9.4
CCn1c(NCc2cc(Br)ccc2NS(=O)(=O)c2ccc(C)cc2)nc2ccccc21 | 14.8 | 3.5 | -12.0 | 3.2 | -1.1 | 1.5 | 8.3 | -4.6 | -6.1
COc1ccccc1NS(=O)(=O)c1cc(NC(=O)C(C)C)ccc1N1CCCCC1 | 6.8 | -0.4 | 0.4 | 1.9 | -0.7 | -0.2 | 9.3 | 2.5 | -4.0
COc1ccc2nc(SCC(=O)Nc3ccc4c(c3)CCC4)[nH]c2c1 | 23.4 | -1.4 | -5.8 | 6.0 | 0.7 | 1.0 | -39.6 | 2.3 | -33.0
COc1ccccc1C(=O)NCC(=O)N/N=C/c1cccc(Cl)c1 | 0.2 | 7.3 | -0.3 | 3.0 | -2.9 | 0.5 | -7.5 | 2.1 | -9.7
CS(=O)(=O)Nc1ccc(C(=O)NCCc2ccccc2)cc1 | 27.1 | -2.6 | -6.5 | 3.4 | -4.8 | -1.3 | -6.6 | -7.6 | -7.8
NNc1nc(-c2ccccc2)nc2sc3c(c12)CCCC3 | 38.0 | -1.1 | -15.0 | -0.4 | 0.2 | 0.8 | -5.5 | -3.5 | -6.5
CN(C)CCCNc1ncnc2scc(-c3ccccc3)c12 | 27.2 | 3.2 | -16.2 | -3.4 | -3.8 | -1.3 | -10.3 | -4.9 | 4.6
Cc1ccc(NC(=O)COC(=O)CSC(=S)N2CCOCC2)cc1 | -16.5 | -4.2 | 5.0 | 3.5 | -1.5 | -0.2 | 13.2 | 3.0 | -13.5
COc1ccccc1C(=O)Nc1cccc(SC)c1 | -0.5 | 1.3 | -5.7 | 4.0 | 1.1 | 1.0 | -15.4 | -9.9 | -0.4
